AmpC inh det – inhibitors of E. coli AmpC beta-lactamase with detergent | AID 584 | 71,000 compounds, 0.09% hits | purified AmpC, nitrocefin hydrolysis with detergent | Potency, µM (top dose mostly 28.7 µM), inactives show top-dose activity change, negative = inhibition | P00811; active = well fitted curve in the direction sought with a large enough effect
Target sequence (P00811 whole entry, looked up): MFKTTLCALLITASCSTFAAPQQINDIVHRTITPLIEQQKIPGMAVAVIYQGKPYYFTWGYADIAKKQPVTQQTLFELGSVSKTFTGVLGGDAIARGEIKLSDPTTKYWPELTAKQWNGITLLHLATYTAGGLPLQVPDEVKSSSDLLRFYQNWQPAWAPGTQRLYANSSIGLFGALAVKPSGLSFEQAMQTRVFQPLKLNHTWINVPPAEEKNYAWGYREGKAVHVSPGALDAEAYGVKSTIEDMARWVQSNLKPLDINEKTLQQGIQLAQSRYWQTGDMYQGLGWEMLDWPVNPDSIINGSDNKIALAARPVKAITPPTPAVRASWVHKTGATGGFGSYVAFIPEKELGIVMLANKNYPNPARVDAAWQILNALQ
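E. coli AmpC (5.3 nM) in 20 mM phosphate pH 7.0 with 0.01% Triton X-100, preincubated 15 min RT with compound; nitrocefin (2 uL of 800 uM stock) hydrolysis followed by 480 nm absorbance every 20 s over 4 min.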
Active calls of the source: *; [ ] = dose if it differs, or a comment. % is set by controls: 0 for no effect and ±100 for the full control effect; potency is the fitted concentration of half-maximal effect. A portion of the library; rates above refer to the full screens.

SMILES	AmpC inh det
Cc1ccc(S(=O)(=O)Nn2c(C)ccc2C)cc1	-0.6%
Cc1cc(Nc2ccccc2Br)n2nc(C)nc2n1	4.5%
Cc1csc(SCc2c(C(=O)O)oc3ccccc23)n1	-3.5%
CC(=O)N1CCN=C1SCc1ccc(Br)cc1	1.6%
OCC1(C2=NOC(O)(C(F)(F)F)C2)CCCCC1 (centres undefined)	0.2%
Cn1c(=O)c(-c2cccs2)nc2cnc(Oc3ccccc3)nc21	0.4%
CCOc1ccc(NC(=O)C2CCC(C)(C(=O)O)C2(C)C)cc1 (centres undefined)	5.0%
Cn1cccc1Cc1nnc(SCC(=O)Nc2cccc(F)c2)n1-c1ccc(F)cc1	16.5%
O=C(O)Cc1cc2c(s1)CCCCC2	-5.5%
Cn1c(=O)[nH]c2cc3ccccc3cc21	12.0%
CC1(C)NC(=O)N(CC(O)CN2C(=O)CCC2=O)C1=O (centres undefined)	7.6%
COc1ccccc1-c1cncnc1NCc1cccs1	7.6%
CC(=O)N1CCC[C@@]2(CCN(Cc3ccc(C#N)cc3)C2)C1	-2.2%
Cc1ccc(C)c(NC(=O)CC(NCCCN2CCOCC2)C(=O)O)c1 (centres undefined)	-1.1%
COCCCn1c(SCC(=O)NC2CCCC2)nnc1-c1ccco1	10.2%
O=C(c1cccc(-n2cnnn2)c1)N1CC=C(c2ccccc2)CC1	1.3%
COC(=O)c1ccccc1Nc1ccccc1	-2.9%
CCn1c(=O)cc(OCC(=O)Nc2nc(C)cs2)c2ccccc21	-1.4%
COc1ccccc1NC(=O)c1ccc(-c2ccccc2F)o1	-0.8%
Nn1c(SCC(=O)Nc2ccc(S(=O)(=O)N3CCCC3)cc2)nnc1C(F)(F)F	-3.9%
COc1ccc(CNC(=O)COC(=O)c2n[nH]c3ccccc23)cc1OC	-2.4%
Cc1ccc(C(=O)OCC(=O)Nc2ccccc2)cc1NC(=O)c1ccco1	-3.4%
COC(=O)c1ccc2ccn(CC(=O)NC(C)C)c2c1	-1.9%
CN(C)c1nc(N(C)C)nc(N(C)C)n1	-1.9%[12.8 µM]
Cc1onc(-c2ccccc2Cl)c1C(N)=O	-5.4%
Going on with the list:
SMILES	AmpC inh det
CC1(C)CC(=O)C=C(Nc2ccc(OCC(F)(F)C(F)F)cc2)C1	1.3%
CCC1CCCCN1C(=O)COC(=O)c1cc2ccccc2cc1O (centres undefined)	4.1%
O=C(Cn1cc(C(=O)c2ccccc2)c2ccccc21)NCc1ccco1	-0.7%
Cc1ccccc1-c1nc(CN2CCC(C(=O)NCCCN3CC(C)CC(C)C3)CC2)c(C)o1 (centres undefined)	-3.3%
COC(=O)C1=C(C)N=C2SCCC(=O)N2C1c1cc(Br)ccc1OC (centres undefined)	-1.9%
Cc1ccc(-c2noc(CCC(=O)Nc3ccccc3C)n2)cc1	6.1%
O=C(Nc1cccnc1)c1ccc2snnc2c1	19.0%
Cn1c(Cn2c(=O)sc3ccccc32)nnc1SCC(=O)N1CCOCC1	13.0%
CN1C(=O)N2CN(C3CCCCC3)CN3C(=O)N(C)C1C23 (centres undefined)	0.2%
C=CCn1c(SCCC(=O)O)nc2c1c(=O)n(C)c(=O)n2C	-1.9%
CCOC(=O)c1c(-c2cccs2)csc1NC(=O)CN1CCOCC1	-2.4%
Cc1ccc(C2CC(c3ccc(F)cc3)Nc3nc(N)nn32)cc1 (centres undefined)	11.0%
Cc1onc(-c2ccccc2)c1C(=O)Nc1ccc(-c2nnc3n2CCCCC3)cc1	-5.2%
CC(=O)Nc1cccc(NC(=O)CSc2nnc(Cc3cccn3C)n2-c2ccc(F)cc2)c1	-2.4%
CC(C)C(=O)Nc1c(C(=O)c2ccc(F)cc2)oc2ccccc12	9.3%
COc1ccc(N(CC(=O)NCc2cccs2)S(=O)(=O)c2c(C)nn(C)c2C)cc1	2.2%
CCOc1ccc(C(C)=O)cc1COc1ccc(-n2cnnn2)cc1	-3.7%
O=C(O)CCC(=O)N1CCc2cc(S(=O)(=O)NCc3cccs3)ccc21	-6.8%
COc1ccccc1N1CCN(C(c2cccs2)C(C)NC(=O)c2cccs2)CC1 (centres undefined)	4.4%
CC(=O)c1cc(-c2ccccc2)n(CC(=O)N2CCN(C3CCCC3)CC2)c1C	-2.2%
N#Cc1ccccc1Sc1ccccc1C(=O)OCC(=O)N1CCN(C(=O)c2ccco2)CC1	1.4%
COc1ccc2c(c1OC)CN1CCc3cc4c(cc3[C@H]1C2)OCO4	2.3%[12.8 µM]
O=C1OCCC1Sc1nnc(-c2ccc(Br)cc2)o1 (centres undefined)	-3.9%
CC(C)Oc1cccc(C(=O)Nc2ccc(NC(=O)c3ccco3)cc2)c1	-2.1%
O=C1C(=O)N(CCN2CCOCC2)C(c2ccncc2)/C1=C(/O)c1ccc2c(c1)OCO2 (centres undefined)	-0.7%
Going on with the list.
SMILES	AmpC inh det
Cn1c(/C=N/n2cnnc2)nc2ccccc21	-0.2%
O=c1oc2ccc(Br)cc2cc1-c1nc2ccccc2o1	-0.6%
CC1=C(/C=C\C(=O)O)C(C)(C)CCC1	-2.3%[5.75 µM]
CCN1CCN(CC(=O)Nc2cc(F)ccc2C)CC1	-4.0%
CCCCNC(=O)NS(=O)(=O)c1ccc(C(=O)OC(C)C)o1	-1.6%
CC(C)(C)n1ncc2c(=O)n(CC(=O)Nc3ccccc3)cnc21	10.0%
Cc1ccc(Cn2ccc(NC(=O)c3cc(-c4ccc(Br)cc4)on3)n2)cc1	-1.1%
CC(C)CNS(=O)(=O)c1ccc(CCC(=O)Nc2ccc3c(c2)OCO3)cc1	-4.1%
COc1ccc(C)cc1S(=O)(=O)N(C)CC(=O)N1CCCCCC1	-0.9%
COc1ccc(C(=O)N(CN2CCCC2=O)c2ccc(C)cc2)cc1	-3.2%
CN1CSC2=C(C#N)C(c3cccc(OCc4ccccc4)c3)CC(=O)N2C1 (centres undefined)	12.7%
CCCn1c2c(c(O)c(C(=O)Nc3ccc(OCC)cc3)c1=O)CCCC2	14.6%
O=C1NCCCC2c3c(cc(Br)c(O)c3Br)OC12N1CCOCC1 (centres undefined)	-1.7%
O=C(NC1CCCCCC1)c1c(O)c2ccccc2[nH]c1=O	-2.1%
N#Cc1cn(CC(=O)N2CCCC2)c2ccccc12	-4.5%
CCN(CC)CCOC(=O)[C@@H](Cc1cccc2ccccc12)C[C@@H]1CCCO1	-3.3%[12.8 µM]
COc1ccc(S(=O)(=O)N(C)c2c(C)n(C)n(-c3ccccc3)c2=O)cc1OC	4.7%
CCCc1cc(=O)[nH]c(SCc2cc(C(=O)OC)c(C)o2)n1	0.9%
CCOc1ccc(-c2nnc(-c3cccnc3)o2)cc1OCC	-2.6%
BrCCc1ccccc1	6.9%
COc1ccc(C(CNC(=O)c2cc(C)oc2C)N2CCOCC2)cc1 (centres undefined)	4.5%
Cc1ccc2c(c1)C1C=CCC1C(C(=O)O)N2 (centres undefined)	-5.4%
Cn1nc(-c2ccc(Cl)cc2)c2cc(C(=O)NCCCN3CCCC3)sc21	13.3%
Clc1ccccc1Cn1nnc2c(NCCN3CCOCC3)ncnc21	-0.9%
Nc1nc2n(n1)C(c1ccco1)CC(c1ccc(Cl)c(Cl)c1)N2 (centres undefined)	-2.0%

Looked up by structure from above:
SMILES	AmpC inh det
CCCn1c2c(c(O)c(C(=O)Nc3ccc(OCC)cc3)c1=O)CCCC2	14.6%
CC(C)CNS(=O)(=O)c1ccc(CCC(=O)Nc2ccc3c(c2)OCO3)cc1	-4.1%

Next entries
SMILES	AmpC inh det
Cc1ccc(C)c(C(=O)CC2(O)C(=O)Nc3ccccc32)c1 (centres undefined)	-2.4%
CS(=O)(=O)N(CC(=O)N1CCCC1)c1ccc(OCc2ccccc2)cc1	-6.7%
O=C(NCCC1=CCCCC1)c1ccc(CN2CCOCC2)cc1	-1.7%
c1cncc(-c2nc(Oc3ccc(-c4nnco4)cc3)c3c4c(sc3n2)CCCC4)c1	-5.1%
O=C(CCN1CCCCC1)N1CCc2c([nH]c3ccccc23)[C@H]1c1cccnc1	-4.8%[5.75 µM]
Cc1ccc2c(c1)NC(=O)C(CC(=O)NCCCN1CCc3ccccc3C1)O2 (centres undefined)	7.1%
Brc1ccc(Oc2nsnc2N2CCOCC2)cc1	-1.6%
CCOc1ccc(Nc2nc(CC(=O)OC)cc(=O)[nH]2)cc1	-5.7%
COc1ccc(-c2nnc(SCC(N)=O)n2N)cc1	-5.1%
CCOC(=O)N1CCC(NC(=O)CNS(=O)(=O)c2ccc(Br)s2)CC1	8.1%
CCOc1ccc(NC(=O)C2CCCN(S(=O)(=O)c3c(C)n[nH]c3C)C2)cc1 (centres undefined)	12.9%
NC1=C(c2ccc(F)cc2)C(=O)CS1	-4.0%
COc1ccc(S(=O)(=O)N2CCCN(CC(=O)Nc3ccc4c(c3)OCO4)CC2)cc1	8.9%
Cc1ccc(-c2ccc(=O)n(CCC(=O)NCCN3CCCCC3C)n2)cc1 (centres undefined)	-6.0%
COC(=O)c1ccc(C(/C=C/[C@@H](C)C(=O)NCCN2CCCC2)NC(=O)OCc2ccccc2)cc1 (some centres undefined)	10.1%
CCN(CC)S(=O)(=O)c1ccc(O)c(C(=O)OCC(=O)N(C)Cc2ccccc2)c1	-1.8%
CC(=O)c1ccc(OCC(O)CN2CCC(C)CC2)cc1 (centres undefined)	12.3%
Cc1nc(NCCNC(=O)c2ccco2)c2c(C)c(C)sc2n1	11.0%
CCNc1nc2c(c(=O)[nH]c(=O)n2C)n1Cc1ccc(F)cc1	9.7%
CCc1ccc(N2CC(C(=O)OCC(=O)NC3CCS(=O)(=O)C3)CC2=O)cc1 (centres undefined)	-2.4%
O=c1ccc2[nH]cc(C3=CCNCC3)c2[nH]1	-3.6%
CCOC(=O)c1cccc(NC(=O)CSc2nnc(C3CCCCC3)n2C)c1	-6.9%
CC1CCN(CC(=O)N2c3ccccc3Sc3cc4ccccc4cc32)CC1	-3.2%[5.75 µM]
Cc1ccccc1-n1c(SCC(=O)N2CCOCC2)nc(O)cc1=O	-2.3%
Cc1cc(C)nc(-n2nc(C)c(Sc3ccc(F)cc3)c2N)n1	3.2%
Next part.
SMILES	AmpC inh det
Cc1cc(C(F)(F)F)nc(NCc2ccc(F)cc2)n1	5.6%
CCn1nc(C(=O)O)c(=O)c2cc3c(cc21)OCO3	-0.6%
CCn1c(SCC(=O)c2[nH]c(C)c(C(C)=O)c2C)nnc1-c1cccs1	1.7%
CCOC(=O)N1CCN(C(=O)CSc2nnc(-c3ccccc3OC)o2)CC1	-0.8%
O=S(=O)(Nc1ccc2c(c1)nc1n2CCN(Cc2ccccc2)C1)c1ccccc1	-0.7%
Cc1nc2cc(-c3cccc(F)c3)nn2c(C)c1CCC(=O)N1CCC2(CC1)OCCO2	-2.5%
COC(=O)[C@@]1(Cc2ccccc2)C=C[C@@H](C)N1C(=O)c1ccccc1	11.5%
Cc1ccc(S(=O)(=O)NCCC(=O)NCc2ccccc2)cc1	-1.9%
O=C(NCCCN1CCOCC1)c1ccc(Br)cc1	-2.4%
COC(=O)c1sc2nc(-c3ccccc3)nc(N3CCN(C)CC3)c2c1C	-1.6%
CNc1ncncc1-c1c(C)noc1C	9.7%
COc1cc(OC)cc(-c2nnc(SCC(=O)N3CCOCC3)o2)c1	-5.0%
CC1CCC(NC(=O)c2ccc(N3CCCC3=O)cc2)CC1 (centres undefined)	0.6%
CCC(=O)N1CCNC(=O)C1CC(=O)Nc1ccc(C)c(Cl)c1 (centres undefined)	-6.5%
Cc1nnc(SCCOC(N)=O)n1C	10.2%
CCSc1nnc(NC(=O)c2c(-c3ccccc3Cl)noc2C)s1	4.1%
Cc1cc(S(=O)(=O)Nc2cccc(O)c2)c(C)s1	-1.9%
CS(=O)(=O)Nc1cccc(-c2nc(Nc3ccccc3)c3ccccc3n2)c1	8.1%
CC1CCCCN1C(=O)CSc1nc2ccccc2n1CC(=O)N1CCc2ccccc21 (centres undefined)	0.9%
CCOc1cc2[nH]c(=O)n(CCCCC(=O)NCc3ccco3)c(=O)c2cc1OCC	-0.4%
COc1ccc(-c2noc(CCC(=O)Nc3cccc(C)c3)n2)cc1	-2.2%
Cc1ccc(-c2noc(CCC(=O)NCCc3ccccc3Cl)n2)cc1	-1.4%
COc1ccccc1NC(=O)CN1C(=O)C2(OCCCO2)c2ccccc21	-3.3%
CC1Cc2ccccc2N1C(=O)CCNS(=O)(=O)c1cccc2nsnc12 (centres undefined)	-2.5%
O=C(CN1CCCCC1)Nc1cc(Cl)ccc1Cl	-2.9%
CCC(C)NC(=O)C(Cc1ccccc1)n1cccc1 (centres undefined)	16.0%
CC(CN1CCN(C)CC1)OC(=O)c1ccccc1Cl (centres undefined)	19.5%

By substructure, those above with fluorine
SMILES	AmpC inh det
OCC1(C2=NOC(O)(C(F)(F)F)C2)CCCCC1 (centres undefined)	0.2%
Cn1cccc1Cc1nnc(SCC(=O)Nc2cccc(F)c2)n1-c1ccc(F)cc1	16.5%
COc1ccccc1NC(=O)c1ccc(-c2ccccc2F)o1	-0.8%
Nn1c(SCC(=O)Nc2ccc(S(=O)(=O)N3CCCC3)cc2)nnc1C(F)(F)F	-3.9%
CC1(C)CC(=O)C=C(Nc2ccc(OCC(F)(F)C(F)F)cc2)C1	1.3%
Cc1ccc(C2CC(c3ccc(F)cc3)Nc3nc(N)nn32)cc1 (centres undefined)	11.0%
CC(=O)Nc1cccc(NC(=O)CSc2nnc(Cc3cccn3C)n2-c2ccc(F)cc2)c1	-2.4%
CC(C)C(=O)Nc1c(C(=O)c2ccc(F)cc2)oc2ccccc12	9.3%
CCN1CCN(CC(=O)Nc2cc(F)ccc2C)CC1	-4.0%
NC1=C(c2ccc(F)cc2)C(=O)CS1	-4.0%
CCNc1nc2c(c(=O)[nH]c(=O)n2C)n1Cc1ccc(F)cc1	9.7%
Cc1cc(C)nc(-n2nc(C)c(Sc3ccc(F)cc3)c2N)n1	3.2%
Cc1cc(C(F)(F)F)nc(NCc2ccc(F)cc2)n1	5.6%
Cc1nc2cc(-c3cccc(F)c3)nn2c(C)c1CCC(=O)N1CCC2(CC1)OCCO2	-2.5%

Screening results (PubChem)
